sdo1 growth – growth rescue of sdo1-depleted yeast, primary screen, S. cerevisiae, bone marrow failure model. S. cerevisiae sdo1-depleted JHY4D growth rescue, OD600 30 h; active compounds read high; pdr5 snq2 efflux-pump mutant strain. z-score at 10 µM. actives 0.21% (n = 140,000). AID 817, 2007;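 active means z-score above 3 at both the 24 hr and the 30 hr optical density reads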;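 further: z-score against mean and SD of all compound wells on the same plate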
INS promoter inh – inhibitors of insulin promoter-driven GFP, primary screen, imaging, TRM-6 cells (human fetal islet line), eGFP reporter, cell count | reporter expression induced with tamoxifen | inhibition, % at 2 µM | actives 0.9% (n = 130,000) | AID 1273, 2008;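 active means inhibition above the mean plus 3 SD, with well images judged a real hit on visual review, cut at about 60% in these data, passing the limit was not always enough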
sdo1 growth Rescue 24 h – second read-out of sdo1 growth, no call of its own (marks repeat the call); z-score; S. cerevisiae sdo1-depleted JHY4D growth rescue, OD600; measured here: growth rescue at 24 h;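 0 is the plate mean of compound wells and units are plate SD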
An asterisk follows results filed as active; . = no result given. This is a subset; count on the stated rates, not on these rows.

Values run as follows: sdo1 growth, sdo1 growth Rescue 24 h, INS promoter inh
CC(C)COc1ccc(C(=O)N(Cc2ccco2)C2CCS(=O)(=O)C2)cc1 (configuration not stated)
→ -0.77, -1.4, .
Cc1cc(-c2nnc3n2N=C(c2ccc(-c4ccccc4)cc2)CS3)n[nH]1
→ -1.7, -1.7, .
COC(=O)c1c(CSc2cccc(C)c2)noc1C(=O)NCc1ccco1
→ -1.1, -0.42, -11
O=C(OCC(=O)N1CCCCC1)c1cc(NS(=O)(=O)c2ccc(Cl)c([N+](=O)[O-])c2)ccc1O
→ -0.26, 0.13, -24
O=C(NCCCn1ccnc1)C1c2ccccc2Oc2ccccc21
→ 1.1, 1.6, .
Cc1cc(C)c2c(N)c(C(=O)NCC3CCCCC3)sc2n1
→ -1.2, -1.5, -28
CCOc1ccc2nc(NC(=O)C3CCN(c4cnccn4)CC3)sc2c1
→ -1.3, -2.1, .
CC1Cc2ccccc2N1CC(=O)Nc1ccc2c(c1)OC(F)(F)O2 (configuration not stated)
→ 0.05, 0.34, 4
CCN(CC)Cc1csc(C(N)=O)c1
→ -0.1, -0.69, 10
O=C(COC(=O)CCc1ccccc1)NC12CC3CC(CC(C3)C1)C2
→ ., ., 12
COC(=O)c1ccc2c(=O)n(Cc3ccc(C(=O)NC4CCCC4)cc3)c(=S)[nH]c2c1
→ -0.2, 0.37, -14
COc1ccc(CN(CCCN2CCOCC2)C(=O)Nc2ccccc2)cc1OC
→ 0.09, 0.11, .
COc1cc(C2c3c(oc4cc(C)c(C)cc4c3=O)C(=O)N2c2cc(C)ccn2)ccc1O (configuration not stated)
→ -0.66, 0.64, 29
O=C(COC(=O)c1ccc(S(=O)(=O)NCc2ccco2)cc1)c1ccccc1
→ -0.36, -0.51, -143
Cc1nn(-c2ccccc2)c(Cl)c1/C=N/NC(=O)CNc1n[nH]c(=O)[nH]c1=O
→ ., ., 17
COc1ccc(CNC(=O)c2c(O)c3cccc4c3n(c2=O)CCC4)cc1OC
→ -0.14, 1, 0
COc1cc(OC)cc(C(=O)OCc2cc3ccccc3[nH]c2=O)c1
→ 0.53, 2.9, 71*
Cc1ccc(C2CC(c3ccco3)n3nc(N)nc3N2)cc1 (configuration not stated)
→ 0.92, 0.55, .
O=C(NCCc1ccccc1)c1ccc([N+](=O)[O-])cc1
→ 0.79, 0.54, 38
O=C(c1ccc(Cn2cc(Br)cn2)o1)N1N=C(C(F)F)CC1(O)C(F)F (configuration not stated)
→ 0.23, 1.2, 22

Structures above shown as hits in INS promoter inh:
Values run as follows: sdo1 growth, sdo1 growth Rescue 24 h, INS promoter inh
COc1cc(OC)cc(C(=O)OCc2cc3ccccc3[nH]c2=O)c1
→ 0.53, 2.9, 71*

Remaining list, next part
Values run as follows: sdo1 growth, sdo1 growth Rescue 24 h, INS promoter inh
NC(=S)N1OC[C@@H]2COc3ccc4ccccc4c3[C@@H]21
→ ., ., 40
CCOC(=O)c1c(-c2cccs2)csc1NC(=O)CCCC(=O)O
→ -0.32, -0.05, 46
COCCSc1ccccc1C(=O)Nc1nncs1
→ 0.22, 0.28, 32
Cc1ccc(S(=O)(=O)Nc2nonc2C)cc1
→ -0.13, -1.4, 24
CCS(=O)(=O)N1CCCC(C(=O)N2CCc3ccccc3C2)C1 (configuration not stated)
→ -0.03, -0.24, 38
Cc1cc(=O)oc(C)c1C(=O)NCC1CCCO1 (configuration not stated)
→ 1.5, 1.8, -431
CC(C)(O)C#Cc1ccc(C(=O)N2CCN(C(=O)c3ccco3)CC2)cc1
→ 1.2, 1.2, -81
Cc1cc(NC(=O)CCC2COc3ccccc3O2)no1 (configuration not stated)
→ 0.31, -0.2, -23
COc1ccc(/C=N/NC(=O)CC(=O)NCc2cccnc2)c(OC)c1
→ 2.5, 3, -13
COc1ccc(Cc2nc(N)nc(N)n2)cc1
→ 0.14, 0.25, -11
CC(/C=C/c1ccccc1F)=N\NC(=O)c1cccc(F)c1
→ ., ., 13
O=c1oc(/C=C/c2ccco2)nc2sc3c(c12)CCC3
→ -0.58, -0.54, -18
CCN1CCN(C(c2cccs2)C(C)NC(=O)c2ccccc2)CC1 (configuration not stated)
→ -1, -1.3, .
CCNC(=O)Cn1c(=O)c(=O)n(Cc2ccccc2)c2ccc(Cl)cc21
→ 1.2, 0.94, -21
Cc1ccc(/C=N/NC(=O)Nc2ccccc2)o1
→ 0.27, 0.02, .
NC(=S)Nc1nccc(-c2cccs2)n1
→ ., ., 33
O=C(CCCCCN1C(=O)c2ccccc2C1=O)Nc1ccccc1
→ -0.8, -0.64, 10
O=C(NCCCN1CCOCC1)[C@@H]1CSC2c3ccccc3C(=O)N21 (some centres not stated)
→ 0.48, 0.94, 50
O=C(COc1ccc(Br)cc1Cl)Nn1cnnc1
→ ., ., 29
Clc1ccc(OCCn2cnc3ccccc32)cc1
→ -0.45, -0.09, 0
Clc1cccc(CNc2nnnn2-c2ccccc2)c1
→ -1.4, -1.7, -18
CCOc1cc(S(=O)(=O)NC2CCCCCC2)ccc1F
→ -0.69, -0.32, -420
Cc1cc(NS(=O)(=O)c2cccs2)no1
→ 0.28, 0.11, .
CCOC(=O)Nc1ccc(NC(=O)OCC)cc1
→ 0.89, 0.8, 30
O=C(NCCCNc1ccc(C(F)(F)F)cc1[N+](=O)[O-])c1ccc(Cl)cc1
→ -1.8, -1, 0
Brc1csc(C=Nc2ccc3c(c2)OCCOCCOCCOCCO3)c1
→ -0.02, -0.63, -6
Cc1cccc(NC(=S)NC(=O)CCc2ccccc2)c1C
→ -2.4, -1.7, -24
O=C(c1ccc2c(c1)OCO2)C1CCCN(C(=O)NCc2ccccc2)C1 (configuration not stated)
→ ., ., -57
CCCSc1nnc(NC(=O)c2nc(SC)ncc2Cl)s1
→ -0.67, -0.41, -13
O=C(Cn1c(=O)n(CCCC(=O)NC2CCCC2)c(=O)c2ccccc21)NCCC1=CCCCC1
→ -1, -0.26, -37
CCOC(=O)c1c(C)[nH]c(C(=O)COC(=O)COc2ccc(OC)cc2)c1C
→ 0.92, 0.92, .
Cc1ccnc(NC(=O)CCCOc2cc(=O)n(C)c3ccccc23)c1
→ 0.47, 0.17, .
CCOCCCNC(=O)CC1Oc2ccc(C)cc2NC1=O (configuration not stated)
→ 0.46, 0.35, -43
Cc1ccc([N+](=O)[O-])cc1NC(=O)Cc1ccc(F)cc1
→ ., ., 47
COc1cccc(NC(=O)CN(c2cccc(F)c2)S(C)(=O)=O)c1
→ 0.18, -0.69, -444
COCCn1c(SCc2cnc(-c3ccccc3)s2)nnc1-c1ccncc1
→ -1.2, -0.29, .
C/C(=N/Nc1nc(C)cc(-c2ccccc2)n1)c1ccco1
→ -0.81, -0.55, 0
O=C(c1cccnc1)N(Cc1ccccc1)c1ccccc1
→ 0.14, -0.31, -338
COC(=O)c1nc2n(n1)C(c1ccc(OC)c(OC)c1)C(C(=O)OC1CCCCC1)=C(C)N2 (configuration not stated)
→ 0.87, 0.83, 19
O=C(NNC(=O)c1ccco1)c1ccccc1
→ 0.71, 0.79, 27
O=c1cc(CSc2ccccc2)[nH]c(=S)[nH]1
→ -0.28, -0.96, -14
CN1CCN(C2=C(Cl)C(=O)N(CCc3ccccc3)C2=O)CC1
→ 0.22, -0.49, 62
O=C(NCc1ccccc1)c1ccc(S(=O)(=O)N2CCCc3ccccc32)cc1
→ -0.94, -0.6, -5
O=C(Nc1nc2c(s1)CCCC2)c1cccnc1
→ 1.4, 1.9, 19
O=C(c1ccc(Cl)cc1)c1cnc(Nc2ccccc2Cl)s1
→ -0.08, 2.6, 3
O=S(=O)(c1ccccc1)N1CCN(S(=O)(=O)c2ccccc2)C1
→ 0.87, 0.81, -26
CCC(=O)NCc1ccc2[nH]c(C)cc2c1
→ ., ., 6
CCn1c(SCC(=O)Nc2ccc(N3CCOCC3)cc2)nnc1-c1ccc(OC)cc1
→ 0.46, 0.19, .
CC1CN(Cc2cc(=O)n3ccsc3n2)CC(C)O1 (configuration not stated)
→ 0.68, -0.22, 24
COc1cc(/C(C)=N/NC(=S)NC(C)C)cc(OC)c1OC
→ 0.53, -0.51, .
Cc1ccccc1C(=O)c1cccn1CC(=O)NCCC1=CCCCC1
→ ., ., -67
O=C(CSc1ncccn1)n1c2c(c3ccccc31)CCCC2
→ -0.76, 0.28, .
Cc1ccccc1-c1nnnn1C1CCS(=O)(=O)C1 (configuration not stated)
→ ., ., 41
CCOc1ccccc1CN1CCN(C2CCSCC2)CC1CCO (configuration not stated)
→ ., ., -28
Cc1ccc(-c2nn(Cc3ccccc3)cc2/C=C/C(=O)O)cc1
→ -0.75, -0.34, 8
O=S(=O)(NCCc1ccncc1)c1cc(Br)ccc1F
→ 2.2, 0.75, -24
Cc1cc(C)nc(N=Nc2c(O)n(Cc3ccc(Cl)cc3)c3ccccc23)n1
→ -0.44, 0.31, 31
COC(=O)c1cc[n+](CC(=O)c2ccccc2)cc1
→ 1.7, 1.4, -65
CCN(CC)S(=O)(=O)c1ccc(-c2nnc(SCC(=O)N3c4ccccc4CC3C)n2CC)cc1 (configuration not stated)
→ -0.1, -0.29, 3
O=C(c1ccccc1S(=O)(=O)NCC(O)COc1ccc([N+](=O)[O-])cc1)N1CCCCC1 (configuration not stated)
→ -0.12, -0.47, -12

Five entries already listed, sorted by molecular weight, lowest first.
Values run as follows: sdo1 growth, sdo1 growth Rescue 24 h, INS promoter inh
Cc1ccccc1-c1nnnn1C1CCS(=O)(=O)C1 (configuration not stated)
→ ., ., 41
O=C(CSc1ncccn1)n1c2c(c3ccccc31)CCCC2
→ -0.76, 0.28, .
CN1CCN(C2=C(Cl)C(=O)N(CCc3ccccc3)C2=O)CC1
→ 0.22, -0.49, 62
O=S(=O)(NCCc1ccncc1)c1cc(Br)ccc1F
→ 2.2, 0.75, -24
O=C(c1ccccc1S(=O)(=O)NCC(O)COc1ccc([N+](=O)[O-])cc1)N1CCCCC1 (configuration not stated)
→ -0.12, -0.47, -12

The results go on.
Values run as follows: sdo1 growth, sdo1 growth Rescue 24 h, INS promoter inh
CC(C)CC(=O)NCCCCc1ccccc1
→ 1.1, 1.3, -19
COc1cccc(NC(=O)CN(C)CC(=O)Nc2ccc(Br)cc2)c1
→ ., ., -36
O=[N+]([O-])c1ccc(N2CCSCC2)cc1
→ ., ., 58
O=C(Nc1ccccc1)N(CCN1CCOCC1)Cc1ccccc1F
→ 0.5, -0.15, -72
Cc1cccc(-c2nc3cc(NC(=O)C4CCCO4)ccc3o2)c1 (configuration not stated)
→ -0.34, 0, -21
COC(=O)Cn1c(=O)c(=O)n(CC(=O)OC)c2ccccc21
→ ., ., 0
COC(=O)[C@H](Cc1ccccc1)NC(=O)NCc1ccc(S(N)(=O)=O)cc1
→ -0.19, -0.66, .
Cc1nn(Cc2ccccc2Cl)c(C)c1NC(=O)CSc1n[nH]c(C)c1[N+](=O)[O-]
→ 1.2, 1.9, .
N#Cc1cc2sc3nnc(-c4ccncc4)n3c2cc1C#N
→ -1.3, -1.1, .
Cc1c(NC(=O)c2ccc(F)c(S(=O)(=O)N3CCOCC3)c2)c(=O)n(-c2ccccc2)n1C
→ -0.57, -1.1, -28
CCOC(=O)c1cc(NC(=O)c2ccc(C)cc2)c(=O)oc1C(F)(F)F
→ ., ., 54
CC(C)(C)c1ccc(C(CC(=O)O)NC(=O)Cc2ccc(F)cc2)cc1 (configuration not stated)
→ ., ., 15
CCn1cnc2sc(C(=O)Oc3cccc(C)c3)c(C)c2c1=O
→ ., ., -6
C/C(=N\Nc1ncc(Cl)cc1Cl)c1ccc(S(=O)(=O)NCc2ccco2)cc1
→ -0.4, -0.66, .
CCc1ccc(OCCNC(=O)c2cccs2)cc1
→ 0.61, 1, 19
CCCCCCc1cc2cc(-c3nnc(-c4ccccc4O)o3)c(=O)oc2cc1O
→ -0.62, 0.63, -270
Cc1cc(CN2C(=O)c3ccccc3C2=O)cc(N2CCOCC2)c1
→ 0.5, 0.43, .
CC(C)NC(=O)CSc1nnc(-c2ccc(F)cc2)c2ccccc12
→ ., ., -24
COc1ccccc1Oc1ccc(S(=O)(=O)N2CCN(C)CC2)cc1
→ ., ., -40
Cc1nn(Cc2ccccc2)c(C)c1C(=O)NCCN1C(=O)S/C(=C\c2ccccc2)C1=O
→ -1, -0.65, .
CC(O)c1nc2ccccc2n1CC(=O)N1CCN(c2ccccc2)CC1 (configuration not stated)
→ ., ., 50
O=C(CSc1ncn[nH]1)NC1CC2CCC1C2 (configuration not stated)
→ 1.7, 1.9, 27
COCCn1nnnc1C(c1ccccc1)N1CCN(Cc2ccc3c(c2)OCO3)CC1 (configuration not stated)
→ 0.7, 0.42, .
C/C(=N/NC(=O)c1cccs1)c1c(C)[nH]n(-c2nc3ccccc3s2)c1=O
→ 2.4, 2.3, 35
Cc1c(N=Cc2cccnc2)c(=O)n(-c2ccccc2)n1C
→ 0.31, -0.89, -333
CCCOc1ccc(N2C(=O)CC(N(Cc3ccc(OC)cc3)C(=S)Nc3ccccc3)C2=O)cc1 (configuration not stated)
→ -1.6, -0.91, .
COc1ccc(C(=O)OCC(=O)Nc2ccc(F)cc2F)cc1OC
→ -0.75, 0.16, 3
O=C(Nc1ccc2c(c1)OCO2)c1cc2n(n1)C(C(F)(F)F)CC(c1ccccc1)N2 (configuration not stated)
→ -1.2, 0.01, .
O=C(O)c1nn2cc(CCO)cnc2c1Cl
→ ., ., -19
COc1ccc(/C=N/n2c(=O)[nH]c3c([nH]c4ccc(C)cc43)c2=O)cc1CN1CCOCC1
→ -0.41, -1, -62
COc1ccc(CC(=O)Nc2ccc(S(=O)(=O)NC(C)C)cc2)cc1
→ 0.2, -0.39, 64
COc1cc(CCC(=O)Nc2ccc(C)c(S(=O)(=O)N(C)C)c2)cc(OC)c1OC
→ 0.4, 0.54, 24
Cc1onc(-c2c(F)cccc2Cl)c1C(N)=S
→ ., ., -57
